BAZ2B inh = inhibitors of human BAZ2B bromodomain; AlphaScreen BAZ2B-H3K14Ac peptide displacement; Potency, µM (doses to about 114 µM), inactives show top-dose activity change, negative = inhibition, actives largely listed as inhibitors; hit rate 4.4% among 360,000; AID 504333; further: potency means the concentration at half of the fitted maximal effect; on the % scale 0 is the no-effect control and ±100 the full control effect; nearly all actives have a fitted effect of over 60% in size
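Complex of BAZ2B and biotin-H3K14Ac (50 nM apiece) forms over 30 min at RT, then faces library compounds up to 110 uM for another 30 min; AlphaScreen beads added, 20 min dark incubation, luminescence read.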
G9a inh = blocks human histone lysine methyltransferase G9a; Q96KQ7; G9a H3K9 monomethylation, AlphaScreen, 2 h; Potency, µM (series often up to 102 µM), for inactives: top-dose activity, negative = inhibition, hits mostly inhibitors; hit rate 8.8% among 350,000; AID 504332; further: potency means the concentration at half of the fitted maximal effect; on the % scale 0 is the no-effect control and ±100 the full control effect; nearly all actives have a fitted effect of over 75% in size
Target sequence (Q96KQ7 913-1193 limits assumed): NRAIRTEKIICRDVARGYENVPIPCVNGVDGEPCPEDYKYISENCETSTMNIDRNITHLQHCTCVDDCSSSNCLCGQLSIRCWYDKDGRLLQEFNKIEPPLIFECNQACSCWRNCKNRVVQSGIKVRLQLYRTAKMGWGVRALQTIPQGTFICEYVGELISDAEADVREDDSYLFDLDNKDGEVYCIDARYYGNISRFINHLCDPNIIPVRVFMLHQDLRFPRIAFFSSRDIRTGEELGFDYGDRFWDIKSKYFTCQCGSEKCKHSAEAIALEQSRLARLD
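Using a bead-based AlphaScreen, monomethylated H3K9 product from 2 h room-temperature reactions (G9a 20 nM, peptide 500 nM, SAM 20 uM) was detected with 0.5 ug/mL rabbit anti-H3K9me1 antibody.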
HP1b binding inh = blocks HP1-beta chromodomain binding to methylated histone tails | P83916 | Potency, µM (top dose mostly 114 µM), for inactives: top-dose activity change, negative = inhibition, actives largely listed as inhibitors | AlphaScreen HP1-beta / biotin-H3K9me3 peptide binding | hit rate 0.56% among 390,000; further: potency means the concentration at half of the fitted maximal effect; nearly all actives have a fitted effect of over 70% in size; inactives centre near 23
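AlphaScreen: HP1-beta (50 nM) preformed 30 min with biotin-H3(1-18)K9me3 peptide (50 nM) in PBS pH 7.4, 0.01% Tween-20. Compound added for 30 min at RT, then streptavidin donor/nickel chelate acceptor beads (10 ug/mL) for 30 min.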
PI4K2A inh = PI4K2A (human) kinase inhibition. activity change, negative = inhibition, % at 76.9 µM. purified PI4K2A, ADP-Glo luminescence, 1 h; hits give low values. AID 1346378. hit rate 0.13% among 420,000. Q9BTU6; in the data active means activity change below about -50%; inconclusive means mostly about -30% to -49%;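 further: -100% = wells without enzyme as full effect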
Target sequence (Q9BTU6 whole entry, looked up): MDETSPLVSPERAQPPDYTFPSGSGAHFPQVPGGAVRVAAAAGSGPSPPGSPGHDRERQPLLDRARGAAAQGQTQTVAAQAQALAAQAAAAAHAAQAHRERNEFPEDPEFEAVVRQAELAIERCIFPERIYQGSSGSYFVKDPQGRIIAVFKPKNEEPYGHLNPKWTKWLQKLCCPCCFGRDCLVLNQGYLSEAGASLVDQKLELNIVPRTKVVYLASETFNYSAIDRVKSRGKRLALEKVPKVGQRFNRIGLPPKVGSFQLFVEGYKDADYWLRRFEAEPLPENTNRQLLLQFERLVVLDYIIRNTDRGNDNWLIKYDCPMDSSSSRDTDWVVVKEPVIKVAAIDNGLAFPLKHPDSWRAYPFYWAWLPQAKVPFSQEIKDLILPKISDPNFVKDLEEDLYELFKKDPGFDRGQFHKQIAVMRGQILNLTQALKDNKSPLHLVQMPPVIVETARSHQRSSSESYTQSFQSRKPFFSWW
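In this quantitative HTS, ADP production by PI4K2A was quantified luminescently after 1 h at ambient temperature; 100 microM adenosine served as plate-quality control.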
JMJD2A Tudor = blocks the human JMJD2A Tudor domain; hit rate 4.4% among 390,000; AID 504339; Potency, µM (series often up to 114 µM), for inactives: at the highest dose activity change, negative = inhibition, actives largely listed as inhibitors; AlphaScreen JMJD2A-Tudor / H3K4me3 peptide binding; further: potency means the concentration at half of the fitted maximal effect; on the % scale 0 is the no-effect control and ±100 the full control effect; nearly all actives have a fitted effect of over 50% in size
ERG Ets-DNA blk = ERG Ets/DNA interaction inhibition; AID 624246; Potency, µM (titrated, usually from 76.9 µM), without a hit: at the top dose FP activity, negative = inhibition, most hits filed as inhibitors; hit rate 0.028% among 370,000; fluorescence polarization, His-ERG Ets domain / labelled DNA; active means well fitted inhibition curve with a large enough effect in the polarisation, with a control signal flat; inconclusive means small, poorly fitted or top-dose-only effect, or effect the other way, or a change in a side signal; inactive means no such curve, though single readings can be large or run the other way; the % refers to the polarisation;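 further: polarization taken with two DNA probes labelled with fluorescein and Texas red; potency means the concentration at half of the fitted maximal effect; % of control where 0% means no effect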
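His-tagged ERG Ets domain (1 uM in the protein solution; 300mM KCl, 50mM Tris-HCl, 1mM EDTA, 1mM DTT, pH 7.5) received compound, then a probe mix of 5 nM fluorescein-DNA and 100nM Texas-615-DNA. Fluorescence polarization was read for both dyes.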
GLS inhibitor = blocks human kidney-isoform glutaminase activity; O94925; GLS enzymatic activity, qHTS titration; Potency, µM (series often up to 45.5 µM), inactives show top-dose activity change, negative = inhibition, usual class: inhibitors; hit rate 0.21% among 410,000; further: potency means the concentration at half of the fitted maximal effect; on the % scale 0 is the no-effect control and ±100 the full control effect
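Coupled fluorescence readout: glutamate oxidase/HRP/Amplex Red detect glutamate formed by hKGA from L-glutamine (1 mM solution added). Buffer 45 mM KH2PO4 pH 8.2, 0.02% Tween-20; reads at t0 and 30 min RT.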
12-LOX inh = inhibitors of human 12S-lipoxygenase ALOX12. P18054. purified 12hLO, xylenol orange hydroperoxide absorbance. Potency, µM (highest dose often 108 µM), without a hit: at the top dose activity change, negative = inhibition, hits mostly inhibitors. hit rate 1.1% among 580,000. AID 1671190; further: potency means the concentration at half of the fitted maximal effect; on the % scale 0 is the no-effect control and ±100 the full control effect
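Purified human 12hLO (150 nM final) in 25 mM Hepes, 0.01% Triton X-100, pH 7.0 was preincubated 15 min at room temperature with compound. Then 40 uM arachidonic acid was added, 30 min. Hydroperoxide was read by Fe-XO absorbance ratio 573/405 nm.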
RGS4 inhibitor = human RGS4 inhibition. P49798. Transcreener GDP fluorescence polarization, RGS4-accelerated GTP hydrolysis. Potency, µM (doses to about 114 µM), inactives show top-dose activity change, negative = inhibition, hits mostly inhibitors. hit rate 0.039% among 390,000; further: potency means the concentration at half of the fitted maximal effect; on the % scale 0 is the no-effect control and ±100 the full control effect; nearly all actives have a fitted effect of over 75% in size; some results filed as inactive show a strong effect at the top dose
Target sequence (P49798 whole entry, looked up): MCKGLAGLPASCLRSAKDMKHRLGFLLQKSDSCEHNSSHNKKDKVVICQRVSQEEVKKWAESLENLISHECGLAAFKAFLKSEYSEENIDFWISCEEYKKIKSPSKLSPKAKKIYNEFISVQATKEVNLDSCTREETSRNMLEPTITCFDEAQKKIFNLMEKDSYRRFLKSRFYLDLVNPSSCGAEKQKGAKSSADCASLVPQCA
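MLSMR compounds (23 nl, pin-transferred) preincubated 10 min at room temperature with a 500nM (2x) first reagent, then RGS4 at 900nM (2x) plus Transcreener GDP mix added; fluorescence polarization (620/688 nm) read before and after 90 min at 30 °C.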
* marks the source's active call; other numbers are inactive results; ? = inconclusive; / = not tested or not shown; & = joins results of further samples; [ ] = remark or other dose. Unless noted, the call rests on the fitted dose curve; in most records, active means well fitted curve in the direction sought with a large enough effect; inconclusive means small, poorly fitted or top-dose-only effect, or another doubt; inactive means no such curve, though single readings can be large; an effect the other way counts as inactive or inconclusive. Only part of the results is shown; rates above refer to the full screens.

molecule | BAZ2B inh | G9a inh | HP1b binding inh | PI4K2A inh | JMJD2A Tudor | ERG Ets-DNA blk | GLS inhibitor | 12-LOX inh | RGS4 inhibitor
CCOC(=O)c1ccc(NC(=S)N(CCCN2CCCC(C)C2)Cc2cccs2)cc1 (stereo unspecified) | -23% | ? | 2% | 2 | -25% | 2% | -17% | -28% | 3%
c1ccc(Nc2cccc(Nc3ccccc3)n2)cc1 | 45µM* | 7.9µM* | ? | 8 | 56µM* | 3% | 22% | -42% | ?
Cc1nnc(SCC2=C(C(=O)O)N3C(=O)C(NC(=O)Cn4nc(C)c(Cl)c4C)C3SC2)s1 (stereo unspecified) | ? | 32µM* | 32% | -8 | -7% | -14% | -3% | -17% | -34%
CC(C)NCc1nnc(-c2ccccc2Cl)o1 | 8% | -28% | 13% | -2 | -17% | 7% | -1% | 6% | 31%
CCOc1ccc(Nc2nc(C)c(NC(=O)c3cccc(OC)c3)c(Nc3ccc(OCC)cc3)n2)cc1 | ? | 11µM* | -9% | -1 | ? | 1% | -6% | ? | 1%
O=C(c1ccccc1)[C@@H]1[C@@H](C(=O)c2ccc(F)cc2)[C@@]2(C(=O)Nc3ccccc32)[C@H]2c3ccccc3C=CN12 | -36% | 13µM* | 23% | -6 | -30% | 12% | -21% | ? | -18%
Cc1ccc(OCCOCCNC(C)C)c(Br)c1 | 56µM* | / | ? | 0 | 10µM* | -1% | 0% | ? | -12%
O=C(Nc1ccc(N2CCCC2)c(S(=O)(=O)Nc2cccc(C(F)(F)F)c2)c1)c1cccs1 | -37% | -18%[59 µM] | 7% | 3 | -25% | 3% | 15% | -24% | -17%
Clc1ccc2c(N3CCOCC3)ccnc2c1 | 4% | 8% | 23% | 0 | -7% | -12% | -17% | -7% | 7%
N#C/C(=N/O)c1nc(-c2ccc(F)cc2)cs1 | -25% | -18% | 23% | -1 | -34% | 0% | 4% | -18% | -19%
COc1ccc2nc(SCC(=O)NC3(C#N)CCCCC3)[nH]c2c1 | 7% | 8%[0.501 µM] | 1% | 3 | -17% | -6% | 3% | -21% | -2%
COc1ccc(C(=O)Nc2cc(C(C)=O)c(C)oc2=O)cc1 | -20% | 35µM* | 47%[activator] | 0 | -6% | 7% | -6% | ? | -45%
CCCC(=O)N1CCN(c2nnc(-c3ccccc3)c3ccccc23)CC1 | -6% | 20% | 15% | -2 | -5% | -5% | 7% | -10% | 13%
COc1ccc(C(=O)Nc2ccccc2C(=O)O)cc1NC(=O)C(c1ccccc1)c1ccccc1 | ? | ? | 11% | 7 | -20% | 15% | 3% | 0% | 1%
Cc1cc(CNC(=O)Cc2ccccc2)c2ccccc2n1 | -6% | 29%[59 µM] | 36% | -1 | -8% | 6% | 16% | 4% | -17%
O=C(OCC(=O)N1CCOCC1)c1cccc(S(=O)(=O)N2CCCc3ccccc32)c1 | -5% | / | -1% | 3 | -2%[11.4 µM] | 17% | -8% | 5% | 11%[11.4 µM]
Cc1ccc(-n2ncc3c(NCc4ccc5c(c4)OCO5)ncnc32)c(C)c1 | -23% | 22%[59 µM] | 21% | 4 | -16% | -17% | -3% | -22% | 3%
O=C(NCCCN1CCOCC1)c1cc2ccccc2oc1=O | 2% | 8%[59 µM] | 19% | 6 | 4% | -5% | / | 4% | 3%
Cc1ccc(CNC(=O)CCCn2nc(C)n3ccnc3c2=O)cc1 | -5% | 2%[12.7 µM] | 24% | 3 | -22% | 6% | -2% | 11% | -4%
CC(O)CNc1nc2c(c(=O)n(Cc3ccccc3)c(=O)n2C)n1C (stereo unspecified) | -3% | 14% | 14% | -6 | -15% | 5% | 21% | 77%[activator] | 29%
CCCCn1c(SCC(=O)NCc2ccc(OC)c(C(=O)O)c2)nc2cc(S(N)(=O)=O)ccc21 | -4% | -21% | -1% | -18 | -14% | 2% | 15% | -21% | 2%
CCC(C)COC(=O)C(C#N)c1nc2ccccc2nc1N1CCCCC1 (stereo unspecified) | -7% | 15% | 47%[activator] | -2 | 3% | -3% | -2% | 0% | -30%
Cc1nc(C/C(=N\Nc2ccccc2)c2ccc(O)cc2O)cs1 | 50µM* | 4.5µM* | ? | 0 | 50µM* | 5% | 1% | ? | ?
Cc1cccc(NC(=O)NCC(F)(F)F)n1 | 10% | 25% | 25% | 5 | -5% | -1% | 0% | -47% | 3%
O=C(NCO)c1cccnc1 | / | / | 23% | 1 | -13% | -11% | -5% | -3% | -35%
O=C(CCCSc1nc2ccccc2s1)Nc1nccs1 | 2% | -35%[59 µM] | 37% | 0 | 16% | -8% | 1% | ? | -9%
COc1ccc(C)cc1NS(=O)(=O)c1ccc(-c2cnc(C3CC3)o2)cc1 | -37%&-30% | -1% | 34%&-1% | -1&-2 | -13%&-31% | -11%&2% | -4%&-4% | 0%&-7% | 2%&6%
O=C(CN1C(=O)C(=O)N(Cc2ccccc2)C1=O)c1ccc[nH]1 | -6% | 4%[12.7 µM] | 31% | 1 | -4% | 9%[15.4 µM] | 19% | 21% | 4%
CS(=O)(=O)N1c2cccc3cccc(c23)S1(=O)=O | 0% | -12% | 42%[activator] | 1 | -5% | ? | -2% | -3% | 4%
COc1ccc(Nc2nc(NCCO)nc(N3CCCC3)n2)cc1 | / | / | 22% | 0 | -17% | / | 2% | -13% | 12%
Cc1ccc(-c2nnc(COc3cccc(-n4cnnn4)c3)o2)cc1 | -1% | -1% | 44% | 0 | -3% | -9% | 0% | -10% | -42%
CN1CCN(CC(=O)C23CC4CC(CC(C4)C2)C3)CC1 | -5% | ? | 23% | 34 | ? | -6% | -1% | ? | -39%
OCCOCCn1c(C2CCCN2c2nc(-c3ccc(F)cc3)cs2)nc2cc(Cl)c(Cl)cc21 (stereo unspecified) | / | / | 6% | 2 | -36% | 13% | 2% | -5% | -8%
O=C(NCc1ccco1)c1ccc2c(c1)N(Cc1ccc(Cl)cc1)CCS2 | ? | / | 2% | -5 | -29% | 6% | 1% | -21% | -35%
CC(=O)Nc1ccc(S(=O)(=O)NCCCN2CCN(Cc3ccccc3)CC2)cc1Cl | 15% | / | 25% | 0 | -17% | 13% | -6% | 0% | -10%
COc1ccc(C(=O)COc2ccc3c(C)cc(=O)oc3c2)cc1 | 12% | 4%[0.501 µM] | 26% | 1 | -22% | 21% | -9% | 0%&-1% | -25%
O=C(COC(=O)CNS(=O)(=O)c1c(Cl)cccc1Cl)Nc1cccnc1Cl | 2% | 21%[59 µM] | 25% | 0 | 7%[57.1 µM] | 8% | 4% | 12% | 0%
COc1ccc(/C=N/NC(=O)CC(=O)N/N=C/c2ccc(OC)cc2)cc1 | -11% | 3% | 29% | 1 | -24% | 1% | 5% | -7% | 8%
COc1ccc(C2CCCCCN2C(=O)C2CCN(S(=O)(=O)c3cccc(C(C)=O)c3)CC2)cc1 (stereo unspecified) | / | / | 15% | -1 | -16% | 4%[15.4 µM] | 6% | -16% | -10%
Cc1ccnc(NS(=O)(=O)c2ccc(NC(=O)c3ccc4c(c3)OCCO4)cc2)n1 | -10% | / | 11% | -2 | -16% | -2% | -7% | -4% | 8%[56.9 µM]
CC(=O)N1CCN(c2ccc([N+](=O)[O-])cc2)CC1 | -3% | 7% | -18% | 8 | -10% | -7% | -3% | -11% | 7%
CCOc1ccc(S(=O)(=O)N(CC)CC)cc1NC(=O)CSCc1c(C)noc1C | 14% | -6%[0.501 µM] | 16% | 1 | -8% | / | 3% | 18% | 15%
O=C1CCC([N+](=O)[O-])C(c2cc(Br)ccc2F)N1 (stereo unspecified) | 11%[57.1 µM] | / | 7% | 2 | -14% | 4% | 4% | 9% | 14%
CN(CCc1ccccc1)C(=O)c1ccc(NC(=O)Cc2ccc(NC(=O)C3CCCN(C(=O)C4CCCC4)C3)cc2)cc1 (stereo unspecified) | / | / | 22% | -4 | -14% | 3% | 13% | 5% | 34%
Cc1cc(C)c(NC(=O)CSc2ccnc(=O)[nH]2)c(C)c1 | 0% | 0%[59 µM] | 11% | -8 | 0% | 3% | 3% | -19% | -6%
O=C(CCOc1ccccc1)OCC(=O)c1cc2ccccc2o1 | 19% | ? | 101% | 10 | 34% | 1% | 11% | -2% | 32%
CC(C)C(=O)NCCc1c[nH]c2ccccc12 | 4% | 0%[59 µM] | 35% | -4 | -7%[57.1 µM] | 15% | 19% | -2% | 3%
Cc1ccc(-n2ncc(C(=O)N3CCN(c4ccccn4)CC3)c2C2CCN(C(=O)OC(C)(C)C)CC2)cc1 | 7%[57.1 µM] | -6%[59 µM] | 60%[activator] | 0 | -1% | -8% | -9% | -16% | -16%
CCOC(=O)c1c(N=CN(C)C)c(C#N)c2n1CCCC2 | -5% | 3%[59 µM] | 23% | 13 | -10% | -7% | -11% | -21% | 10%
COc1ccc(NC(=O)CC2C(=O)N(C)C(=S)N2Cc2ccc3c(c2)OCO3)cc1 (stereo unspecified) | 5% | 13%[59 µM] | -6% | -1 | -21% | / | 2% | -10% | -16%
Cc1noc(C)c1NC(=O)Nc1ccc2c(c1)C(=O)N([C@H](C)CO)C[C@H](C)[C@H](CN(C)C)O2 | / | / | 32% | 1 | -20% | -7% | 8% | 1% | 2%
CCCC[C@@H]1C[C@H]1[C@@H](NC(=O)c1ccccc1)c1ccccc1C(F)(F)F | -19% | 18% | 35% | -1 | -4% | -4% | 1% | 1% | -7%
CCCNC(=O)Cn1c(=O)n(C)c2ccccc21 | 1% | / | 37% | 0 | -4% | -4% | -2% | 4% | 14%

Source: PubChem (National Center for Advancing Translational Sciences (NCATS))
